# High-throughput results: PubChem BioAssay, Sanford-Burnham Center for Chemical Genomics
# 697 NFkB inh: inhibitors of the PMA/ionomycin-induced NF-kB reporter in 697 B cells. 697 B-cell NF-kB luciferase reporter, 16 h. inhibition, % at 4 µM. 330,000 compounds, 0.33% hits. AID 435022; in the data active means inhibition above about 35%
# APJ antag: blocks the human apelin receptor APJ | CHO-K1 APJ beta-arrestin complementation, luminescence | inhibition, % at 20 µM | 330,000 compounds, 0.32% hits | AID 2521;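 active means inhibition above about 40% at 20 µM, limit read from the data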;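 further: cells challenged with 10 nM apelin-13 agonist together with compound; plate controls were apelin-13 plus DMSO wells for no effect and DMSO wells lacking apelin-13 for full effect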
# Target sequence (P35414 whole entry, looked up): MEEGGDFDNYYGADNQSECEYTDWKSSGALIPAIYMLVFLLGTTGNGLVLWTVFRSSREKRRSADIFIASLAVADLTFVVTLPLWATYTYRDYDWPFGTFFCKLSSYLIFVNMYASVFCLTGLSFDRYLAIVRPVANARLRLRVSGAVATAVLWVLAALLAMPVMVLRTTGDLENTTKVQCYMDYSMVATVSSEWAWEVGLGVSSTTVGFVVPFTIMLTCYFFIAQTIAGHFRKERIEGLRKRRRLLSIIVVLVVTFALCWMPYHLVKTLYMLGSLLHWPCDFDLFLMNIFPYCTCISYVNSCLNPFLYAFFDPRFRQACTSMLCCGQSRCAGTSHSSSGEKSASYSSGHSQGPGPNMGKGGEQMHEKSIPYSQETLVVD
# XBP1 UPR activ: activators of adaptive arm of unfolded protein response (XBP1) | CHO-XBP1 luciferase reporter, IRE1-XBP1 UPR activation, luminescence; percent of tunicamycin response, DMSO as zero | activation, % at 20 µM | 330,000 compounds, 0.33% hits;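 active means versus positive control, 20 µM dose yields 30% or more activation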;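 further: 100% = tunicamycin at 10 µg/mL and 0% = DMSO only wells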
#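 Signal: luciferase luminescence; Assay system: CHO-XBP1 luciferase reporter cells; Amount: one thousand reporter cells per well; Dosing: 20 µM single concentration, DMSO 1%; Benchmarks: high control tunicamycin 10 µg/mL final, low control DMSO vehicle only; Schedule: 6 h compound exposure at 37 °C, 5% CO2; Evaluation: percent activation relative to tunicamycin reference.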
# tim23-1 inh: inhibits growth of tim23-1 mutant yeast; S. cerevisiae tim23-1 growth, BacTiter-Glo luminescence, 24 h; inhibition, % at 20 µM; 330,000 compounds, 1.3% hits;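 active means growth inhibition of the mutant yeast at or above 50%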;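 further: temperature-sensitive mutant grown at 25 °C; plate controls were DMSO-treated mutant yeast for no effect and medium wells lacking yeast for full effect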
# APJ agonist: activates the human apelin receptor APJ; P35414; CHO-K1 APJ PathHunter beta-arrestin, luminescence; 0% DMSO wells, 100% apelin; activation, % at 20 µM; 330,000 compounds, 0.11% hits; AID 2520;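 active means activation more than six SD over the plate average, tested at 20 µM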;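 further: 0% = DMSO alone and 100% = apelin-13 at 10 nM; some results filed as inactive read as strong as hits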
#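 assay system = CHO-K1 APJ beta-arrestin complementation cell line | input = cell density 1000 per well | dosing = compound 20 µM once, DMSO 1% | timing = compound 90 min 25 °C, reagent 1 h | measured by = luminescence from split beta-galactosidase complementation, Galacton Star/Emerald II substrate | read-out basis = APJ agonist activity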
# Mdm2 MdmX PPI: inhibitors of human Mdm2/MdmX interaction | O15151+Q00987 | SaOS-2 split-luciferase Mdm2/MdmX complementation, luminescence | inhibition, % at 8 µM | 330,000 compounds, 3% hits | AID 485346;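 active means inhibition of at least 50% at 8 µM in the primary screen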
# Jurkat NFkB inh: inhibitors of the PMA/ionomycin-induced NF-kB reporter in Jurkat cells. PMA/ionomycin-induced NF-kB luciferase reporter, luminescence. inhibition, % at 4 µM. 330,000 compounds, 0.53% hits; in the data active means inhibition above about 50%
# UPR CHOP act: apoptotic UPR (CHOP) activation; 330,000 compounds, 0.34% hits; activation, % at 10 µM; AID 449763; CHO-CHOP luciferase reporter, luminescence; percent of tunicamycin response over DMSO baseline;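 active means at 10 µM dose, activation of 40% or more, normalized to positive control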;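 further: 100% = tunicamycin at 10 µg/mL and 0% = DMSO alone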
#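 Test system: CHO-CHOP cells, stable luciferase reporter of PERK-eIF2a-CHOP signalling | Quantity: 500 CHO-CHOP cells per well | Buffer or medium: F12 plus 10% serum | Compound dosing: 10 µM single point, 0.5% DMSO | Schedule: 6 h compound treatment, 37 °C | Signal: Luciferase luminescence | Control set: Tunicamycin high control, DMSO low control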
# Active calls of the source: *.
SMILES,697 NFkB inh,APJ antag,XBP1 UPR activ,tim23-1 inh,APJ agonist,Mdm2 MdmX PPI,Jurkat NFkB inh,UPR CHOP act
CCN(CC)c1ccc(/C=C(\C#N)C(=O)NCc2ccccc2)cc1,-9.6,1.1,-1.0,17.0,-2.1,20.5,-15.2,-2.3
COC(C)c1oc2c(C)c3oc(=O)cc(C)c3cc2c1C (configuration not stated),0.4,2.6,2.2,26.3,0.8,19.0,-39.0,1.8
CC(C)(C)OC(=O)N1CCC(C(=O)N2CCOCC2)CC1,12.2,-2.1,-4.2,9.6,-2.1,-2.4,-2.7,-4.2
O=C(NCc1ccc(F)cc1)c1cc2c(cc1Cl)N1CCCCCC1=NS2(=O)=O,-1.5,-28.3,-0.6,10.2,1.0,2.2,6.4,0.9
CO/N=C/c1ccc(N2CCN(C(=O)c3cccc(C(F)(F)F)c3)CC2)c([N+](=O)[O-])c1,-16.4,7.7,-2.9,27.9,3.6,14.6,13.1,-3.9
COc1ccc(Cl)cc1C(=O)Nc1nc2ccccc2[nH]1,-385.1,4.3,-14.5,30.5,0.3,45.5,-76.6,-6.5
CC(=O)c1ccc(S(=O)(=O)N2CCNCC2)cc1,5.7,-0.5,-1.8,9.3,-5.1,-7.7,7.4,-1.8
O=C(CCNC(=O)N1CC(=O)Nc2ccccc21)NCc1cccc(Cl)c1,-8.8,9.5,-3.2,-0.9,-4.5,-4.8,-18.7,1.4
COc1ccc(-c2oc3c4c(cc(OC)c3c(=O)c2CC=C(C)C)OC(C)(C)C=C4)c(OC)c1,32.3,-54.1,0.5,18.6,-4.8,38.7,9.7,0.2
COc1ccc(C(=O)C(OC(=O)CNC(=O)c2ccco2)c2ccccc2)cc1 (configuration not stated),9.5,-10.0,-0.9,21.2,-1.6,7.8,-1.5,-1.0
O=C(CCC1CCCC1)Nc1nnc(-c2ccc3c(c2)OCO3)s1,-10.3,8.9,1.2,6.0,-3.2,13.9,16.1,2.3
Cc1nc(C)c(-c2csc(Nc3ccc(N)cc3)n2)s1,0.9,-24.0,3.6,34.4,6.4,-1.9,22.9,26.1
CC(C)NC(=O)c1ccccc1NC(=O)C1CCCO1 (configuration not stated),5.7,1.9,-1.0,14.2,-3.1,-14.7,1.8,-2.8
O=c1[nH]c(=O)n(C2CCCCCC2)c(O)c1C=NCc1ccc(F)cc1,9.0,-32.4,1.0,39.3,4.6,11.6,-3.8,-0.4
Cc1ccc(C(=O)NCCNS(=O)(=O)c2ccccc2)cc1,6.7,0.9,-4.3,10.9,3.8,17.5,1.5,-1.3
COc1ccc(N(CC(=O)N2CCCCC2)S(=O)(=O)c2c(C)nn(C)c2C)cc1,14.7,-6.9,-3.3,9.2,-1.6,-15.5,0.6,-0.6
O=S(=O)(NCCc1cccs1)c1ccc(Br)cc1,-5.8,12.0,1.7,26.1,-1.5,1.8,-15.9,-2.2
CCn1c(SCc2cccc(C)c2)nnc1-c1ccccc1,0.1,-1.4,2.1,37.3,-3.6,1.0,3.9,1.5
COc1ccc(C(=O)N2CCc3cc4c(cc3C2C)OCCCO4)cc1 (configuration not stated),13.7,-52.5,-2.4,10.6,-3.7,8.2,10.1,-0.4
Cc1noc(C)c1S(=O)(=O)N(C)C[C@H]1Oc2c(NC(=O)Nc3ccc(C(F)(F)F)cc3)cccc2C(=O)N([C@H](C)CO)C[C@@H]1C,3.9,4.8,-1.9,21.5,-0.5,40.3,5.9,-0.4
Cc1cc(=O)oc2cc(NC(=O)C(C)Oc3cccc(Cl)c3)ccc12 (configuration not stated),-23.9,12.9,-2.7,5.0,-1.2,2.9,20.3,1.6
CSCC[C@H](NC(=O)Cc1c(C)c2c(cc(C)c3c(C)coc32)oc1=O)C(=O)O,14.3,-12.7,-1.0,18.5,0.3,-23.4,-0.7,-0.7
COc1cccc(C(=O)O/N=C(\N)c2ccncc2)c1OC,-47.0,-37.4,0.8,-8.0,9.9,-4.1,-16.3,3.6
CC1=NN(c2ccc(C(=O)O)cc2)C(=O)/C1=C\c1ccc(OC(=O)c2cccs2)cc1,-13.9,-19.5,0.8,11.2,-1.1,-21.2,-3.5,-0.1
COc1ccc(N(CC(=O)NCc2ccc(C)cc2)S(=O)(=O)c2ccccc2[N+](=O)[O-])c(OC)c1,17.8,-6.3,-3.6,29.9,-0.6,5.1,5.4,-0.9
CCOC(=O)C1CCN(Cc2coc3ccc(Cl)cc3c2=O)CC1,5.9,-7.8,-1.1,11.0,3.1,3.6,-6.1,0.5
C=CCN(CC=C)S(=O)(=O)c1ccc(C(=O)Nc2sc3c(c2C(N)=O)CCCCC3)cc1,-9.8,4.3,5.8,-7.2,-0.6,92.8*,0.0,1.7
CN(C)S(=O)(=O)c1ccc(Oc2ccc(S(=O)(=O)N(C)C)cc2)cc1,-18.6,-0.1,-3.7,20.5,3.8,13.1,5.6,-0.5
Clc1cccc(-c2sc(Nc3ccccc3)n[n+]2-c2ccccc2)c1Cl,0.3,13.6,-2.0,12.8,4.7,7.2,-8.1,0.4
S=C(NC12CC3CC(CC(C3)C1)C2)N1CCOCC1,-5.4,3.7,4.0,11.3,-4.1,6.3,1.5,-0.2

# 3 records drawn at random from those above:
SMILES,697 NFkB inh,APJ antag,XBP1 UPR activ,tim23-1 inh,APJ agonist,Mdm2 MdmX PPI,Jurkat NFkB inh,UPR CHOP act
COc1ccc(C(=O)N2CCc3cc4c(cc3C2C)OCCCO4)cc1 (configuration not stated),13.7,-52.5,-2.4,10.6,-3.7,8.2,10.1,-0.4
O=C(CCNC(=O)N1CC(=O)Nc2ccccc21)NCc1cccc(Cl)c1,-8.8,9.5,-3.2,-0.9,-4.5,-4.8,-18.7,1.4
CSCC[C@H](NC(=O)Cc1c(C)c2c(cc(C)c3c(C)coc32)oc1=O)C(=O)O,14.3,-12.7,-1.0,18.5,0.3,-23.4,-0.7,-0.7

# Other structures
SMILES,697 NFkB inh,APJ antag,XBP1 UPR activ,tim23-1 inh,APJ agonist,Mdm2 MdmX PPI,Jurkat NFkB inh,UPR CHOP act
CS(=O)(=O)N(CC(=O)N1CCCC1)c1ccc(Cl)c(Cl)c1,-4.4,10.3,-1.1,9.3,-5.0,9.1,-12.4,0.4
O=C(CNC(=O)c1ccc(Br)o1)NNC(=O)c1ccccc1O,-15.6,-52.7,2.9,-11.5,-2.3,20.7,-1.6,-0.8
O=C(CCN1C(=O)C2CCCCC2C1=O)Nc1nc2c(F)cc(F)cc2s1 (configuration not stated),-75.3,5.1,0.8,-1.4,-2.3,-83.4,-46.0,4.3
O=C(N/N=C/c1cccc(Cl)c1Cl)Nc1ccccc1,-11.3,-16.7,3.5,6.7,-1.8,-91.8,-9.2,3.2
O=C(Nc1nnc(C2CC2)s1)c1cc(Cl)sc1Cl,-38.1,-4.4,-1.1,29.4,1.2,-24.6,-3.4,2.0
COc1ccc(OC)c(-c2csc(NC(=O)COC(=O)C3(C)CC3(Cl)Cl)n2)c1 (configuration not stated),-1.0,3.7,-0.6,35.5,-1.8,-7.1,1.6,0.2
O=C(C1CCCN(c2ncnc3c2nc2n3CCCCC2)C1)N1CCN(c2ccc(F)cc2)CC1 (configuration not stated),-42.5,-1.9,-3.3,18.6,0.7,2.1,6.5,-0.4
Cc1scc(C(=O)N/N=C/c2ccsc2)c1C,-95.0,2.0,-0.9,14.2,-1.5,-59.5,-82.0,1.6
CCOC(=O)C1(Cc2ccccc2)CCN(Cc2cn(CC(=O)OC)c3ccccc23)CC1,-20.9,-12.2,-1.6,4.5,0.0,47.5,-10.1,0.3
CCc1nc2cc(Cl)c(Cl)cc2[nH]1,9.0,1.9,-1.7,27.4,-2.8,-5.8,17.1,-0.8
Cc1cc2c(n1-c1ccc(Br)cc1)CC(C)(C)CC2=O,-12.7,-2.4,0.3,40.4,-2.1,11.0,8.4,0.2
Cc1ccc2nc3c(cc(C(=O)NC4CCCC4)c(=N)n3C3CCCCC3)c(=O)n2c1,2.6,9.5,-1.4,2.5,-1.8,16.1,18.1,2.6
COc1cc(CNCc2ccco2)cc(OC)c1O,-0.1,15.2,1.4,14.9,-1.3,39.1,-6.3,-0.2
Cc1cccc(C)c1NC(=O)Nc1ccc2c(c1)OCO2,4.6,2.6,-0.6,0.9,0.7,21.4,-0.8,-1.2
Cc1cc(C(=O)Nc2sc3c(c2C#N)CCCC3)no1,-147.1,18.3,2.6,39.2,-4.5,-71.1,-55.5,2.5
COc1ccc(Cl)cc1NC(=O)CN(C)C(=O)Cn1cnc2c1c(=O)n(C)c(=O)n2C,1.8,3.8,1.5,20.8,8.6,-1.5,-2.1,0.4
COc1ccccc1Oc1ccc(NC(=O)c2ccccc2)cc1,-20.1,8.9,-3.6,1.7,-3.5,-23.1,-30.2,7.0
Cn1c(SCC(=O)Nc2nnc(-c3ccccc3)o2)nnc1C1CC1,-13.2,13.8,-2.8,-12.2,-5.4,10.4,-10.6,1.4
Nc1cccc2c1C(=O)N(C(=O)c1ccc(S(=O)(=O)N3CCCCCC3)cc1)C2=O,13.6,7.8,-0.4,25.9,-5.1,35.3,-1.5,-0.8
Cc1ccc(NC(=O)COC(=O)c2cccnc2)c(C)c1,23.0,-1.2,-1.1,2.7,-2.8,7.0,-0.8,3.9
CC1(C)Cc2cccc(OCC(=O)NCc3ccccc3)c2O1,-25.3,13.9,-4.2,15.3,-1.0,-0.5,-16.5,-1.9
O=C(NCCCO)C(=O)Nc1ccc2c(c1)N(S(=O)(=O)c1cccs1)CCC2,20.9,14.3,-2.2,7.3,-5.3,-7.5,13.7,1.5
CCOC(=O)[C@H]1[C@H]2COc3ccc(Br)cc3[C@@H]2N2C(=O)c3ccc(F)cc3NC(=O)[C@@]12C,22.7,3.3,8.0,-13.6,-2.5,26.4,2.6,0.1
CCCOc1ccc(C(=O)CCC(=O)OCC(=O)Nc2ccc(OCC)cc2)cc1,14.7,5.9,-1.6,2.2,-4.5,12.4,-12.3,-1.9
COc1ccc(/C=C/C(=O)N2CCN(S(=O)(=O)c3ccccc3)CC2)cc1OC,0.4,-14.8,1.1,8.4,-3.4,2.7,-6.0,-1.2
CCOC(=O)C1=C(C)NC(=O)C(C#N)C1c1ccncc1 (configuration not stated),5.8,23.8,0.9,3.1,-2.3,-13.7,6.4,-3.2
COc1ccc(N2CCN(C(=O)CSc3nc4ccccc4c(=O)[nH]3)CC2)cc1,17.1,-6.1,-3.6,5.1,-3.1,8.1,-5.1,0.2
Cc1ccc2[nH]c(=O)c(-c3nc4ccccn4c3NCc3ccco3)cc2c1,-145.2,-5.5,4.4,1.2,-0.6,-5.2,-106.9,2.8
C#CCSc1nc(-c2ccccc2)cc(C(F)(F)F)c1C#N,1.6,2.9,0.3,-5.6,-0.8,-12.6,-14.3,2.6
CC1=NN(c2cccc([N+](=O)[O-])c2)C(=O)C1,13.1,2.0,-1.6,20.4,-3.2,1.4,2.5,0.8
O=S(=O)(Cc1ccccc1Cl)Nc1ccccn1,8.0,13.5,-1.3,14.5,-1.4,-2.0,15.5,-2.2
CCCCn1c2c(c(=O)n(C)c1=O)C(c1ccc(OC)cc1)N1CCCCCC1=N2 (configuration not stated),19.3,12.2,1.0,26.0,-3.4,40.3,0.7,0.0
CCOC(=O)N1CCC(N(CCN(C)C)C(=S)Nc2ccc(F)c(Cl)c2)CC1,-16.9,3.2,1.7,6.7,-4.5,11.0,17.4,-0.4
COC(=O)N/N=C/c1cn(CCCOc2ccc(C)cc2)c2ccccc12,-111.0,-4.1,-1.7,16.9,-0.5,34.4,-40.5,0.7
